SENP8 block: blocks human SENP8 cleavage of Nedd8 substrate | recombinant SENP8, Nedd8 substrate fluorescence | inhibition, % at 20 µM | 360,000 compounds, 0.64% hits; in the data active = inhibition mostly above about 40%, no sharp cut-off; inactive = mostly below about 27%
Target sequence (Q96LD8 whole entry, looked up): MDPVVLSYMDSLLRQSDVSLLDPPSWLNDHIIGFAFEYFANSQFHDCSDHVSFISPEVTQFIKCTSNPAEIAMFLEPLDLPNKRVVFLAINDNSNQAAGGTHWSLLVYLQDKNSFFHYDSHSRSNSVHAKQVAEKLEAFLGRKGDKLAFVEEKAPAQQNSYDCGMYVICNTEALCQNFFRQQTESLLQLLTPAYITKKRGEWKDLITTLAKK
MPTP inh: permeability transition pore inhibition. AID 602449. inhibition, % at 10 µM. 360,000 compounds, 1.4% hits. isolated mouse mitochondria, Ca2+ swelling absorbance, 30 min;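 active = inhibition of 50% or more, scaled per plate between neutral and stimulator controls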;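 note: 0% = DMSO wells given calcium and 100% = 1 mM EGTA wells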
NR3A LBD binder: NR3A (human) ligand-binding domain modulation; NR3A LBD differential scanning fluorimetry, Tm shift; 0% = protein alone, 100% = glycine-bound protein; Tm shift relative to glycine control, % at 25 µM; 340,000 compounds, 2.5% hits;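 active = melting temperature shift of at least 10% of the positive control shift, at one fixed dose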
ATG4B inh: inhibitors of human ATG4B cysteine protease; 340,000 compounds, 0.51% hits; Q9Y4P1; ATG4B cleavage of LC3-PLA2, NBD-HPC fluorescence, 1 h; inhibition, % at 8.33 µM; AID 504462; in the data active = inhibition above about 40%
Target sequence (Q9Y4P1 whole entry, looked up): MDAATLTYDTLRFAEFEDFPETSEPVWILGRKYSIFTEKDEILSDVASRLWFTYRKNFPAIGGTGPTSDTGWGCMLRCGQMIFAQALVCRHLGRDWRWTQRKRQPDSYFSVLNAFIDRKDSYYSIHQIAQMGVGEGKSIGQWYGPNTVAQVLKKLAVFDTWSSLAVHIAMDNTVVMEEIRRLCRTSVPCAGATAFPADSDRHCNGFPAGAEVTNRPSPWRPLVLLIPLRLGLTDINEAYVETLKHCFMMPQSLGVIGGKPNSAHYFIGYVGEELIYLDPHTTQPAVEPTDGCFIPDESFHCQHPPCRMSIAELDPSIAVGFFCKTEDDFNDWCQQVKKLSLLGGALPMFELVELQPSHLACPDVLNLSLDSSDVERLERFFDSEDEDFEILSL
SENP6 inh: inhibitors of human SENP6 protease; Q9GZR1; Recombinant SENP6 catalytic domain, aminoluciferin luminescence; inhibition, % at 10 µM; 330,000 compounds, 1.8% hits;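 active = inhibition above about 50% at the single tested dose, limit read from the data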;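 note: plate controls were DMSO wells with enzyme for no effect and DMSO wells lacking enzyme for full effect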
PfGluPho inh: PfG6PD (Plasmodium falciparum) enzyme inhibition; PfGluPho enzyme, NADPH resazurin-diaphorase fluorescence; inhibition, % at 20 µM; 350,000 compounds, 0.78% hits; AID 504690;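 active = inhibition reaching at least a set limit at 20 µM in the primary screen, cut at about 59% in these data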;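 note: 0% = DMSO wells with substrate and 100% = DMSO wells lacking glucose-6-phosphate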
SENP7 block: blocks the human protease SENP7; inhibition, % at 5 µM; Q9BQF6; recombinant SENP7, Z-RLRGG-aminoluciferin luminescence, 40 min; 330,000 compounds, 1.5% hits; AID 434973;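 active = inhibition above about 50% at the single test dose, limit read from the data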;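 note: plate controls were DMSO with enzyme for no effect and no enzyme buffer wells for full effect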
Target sequence (Q9BQF6 706-1050 limits assumed): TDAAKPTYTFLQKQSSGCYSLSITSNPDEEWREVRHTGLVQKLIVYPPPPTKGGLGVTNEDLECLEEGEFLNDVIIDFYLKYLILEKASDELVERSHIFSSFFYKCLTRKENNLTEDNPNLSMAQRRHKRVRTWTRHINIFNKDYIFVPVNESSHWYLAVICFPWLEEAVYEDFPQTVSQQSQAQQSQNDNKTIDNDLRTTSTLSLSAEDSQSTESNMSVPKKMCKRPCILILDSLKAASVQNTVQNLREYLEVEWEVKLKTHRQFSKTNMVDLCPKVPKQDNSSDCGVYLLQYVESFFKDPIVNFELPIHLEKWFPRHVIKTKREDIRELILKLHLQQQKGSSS
HKDC1 inhibitor: HKDC1 (human) hexokinase inhibition; 340,000 compounds, 0.16% hits; inhibition, % at 20 µM; AID 493160; Q2TB90; recombinant HKDC1, G6PDH/diaphorase resazurin coupled fluorescence;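 active = inhibition above about 35% when tested at 20 µM, limit read from the data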;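 note: plate controls were DMSO wells with enzyme for no effect and DMSO wells lacking enzyme for full effect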
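Incubation: 90 min at room temperature in dark / Material: recombinant HKDC1 (HK5) hexokinase enzyme, produced in-house / Quantity: enzyme 5 µg/mL final / Compound: one dose of 20 µM, 1% DMSO / Reagent: glucose and ATP substrates / Buffer or medium: Tris pH 8.0 buffer with MgCl2, Tween-20, BSA, BME / Technique: resorufin fluorescence at 613 nm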
Starred values were filed as active, the others as inactive; x = not tested or not shown. Outcome played no part in choosing rows; overall some 6.9% were active at least once.

SENP8 block,MPTP inh,NR3A LBD binder,ATG4B inh,SENP6 inh,PfGluPho inh,SENP7 block,HKDC1 inhibitor,smiles
8.0,-0.9,-0.6,9.2,-15.5,-5.2,0.1,-6.6,CC(C)N1CCC(N2CCN(Cc3cccc4nonc34)CC2CCO)CC1 (configuration not stated)
15.0,2.8,-6.4,6.9,-6.7,1.9,2.3,-9.6,Cc1ccccc1NC(=O)Cn1c(=O)n(Cc2ccccc2)c(=O)c2c(C)c(C)sc21
19.3,-1.0,-1.3,-2.0,-14.2,7.6,-9.9,-6.5,Cc1ccc(NC(=O)CSc2nnc(-c3cnccn3)n2-c2ccccc2)cc1
29.5,1.0,-5.2,10.4,4.5,-11.1,7.9,-9.8,CCn1c(COc2ccccc2C)nnc1SCC(=O)CC(=O)Nc1ccccc1OC
-19.8,0.3,0.5,-1.3,4.5,-6.4,1.4,-1.4,CC(=O)C1=C(O)C(=O)N(c2ccc(O)cc2)C1c1ccc(F)cc1 (configuration not stated)
-1.8,-0.2,0.2,-31.9,-0.1,-1.4,1.7,-0.1,CCCCn1c(N)c(N(C)C(=O)c2cccc(-n3cnnn3)c2)c(=O)[nH]c1=O
8.5,0.8,1.9,1.7,-22.7,-0.3,-9.8,-5.3,Nc1nc(-c2ccco2)nn1S(=O)(=O)c1ccc(Cl)cc1
6.8,-0.3,-0.2,12.6,8.8,-5.0,2.7,-3.7,CCc1nnc(NC(=O)CCC(=O)Nc2ccc(Cl)cc2)s1
1.5,-0.5,-1.8,4.2,-15.9,-1.4,1.8,-2.6,O=S(=O)(c1ccccc1)c1nc(Cc2ccccc2)oc1N1CCOCC1
11.4,1.2,-0.9,-10.5,-3.5,7.5,-3.4,-2.6,O=C(c1ccccc1Cl)N(Cc1ccc(Br)cc1)N1C(=O)CCCC1=O
7.3,0.9,1.2,-1.9,-21.2,-0.2,-0.1,1.8,O=C(Nc1cc(=O)[nH]c(=O)[nH]1)c1cc(Cl)ccc1Cl
9.4,-0.2,8.7,24.6,x,6.7,x,-4.1,OCC[C@H]1NCc2cc(CO)cc(-c3ccccc3)c21
-2.7,-2.0,-1.8,0.0,-2.6,12.3,-3.9,-4.6,CCOc1ccc(C2N(c3cc(Cl)ccc3OC)C(=O)C3CCCN32)cc1OC (configuration not stated)
15.2,-1.6,1.0,1.4,x,8.4,x,-3.2,CN1OC[C@@H]2CN[C@H](c3cccc(-c4ccc(C#N)cc4)c3)C[C@@H]21
26.9,-0.3,-2.7,3.5,-6.8,-14.8,4.2,-2.3,Cc1c(Cl)c(C(=O)NNC(=S)Nc2ccccc2)nn1C
13.7,1.0,-1.8,-2.4,3.8,6.8,3.2,-13.9,Cc1ccc(C(=O)OCC(=O)Nc2c(C)n(C)n(-c3ccccc3)c2=O)cc1[N+](=O)[O-]
16.0,-1.9,-8.2,-3.1,-4.0,-7.8,-8.4,-10.3,CS(=O)(=O)N(CC(=O)NCCSCc1ccccc1)c1ccc2c(c1)OCO2
-437.5,5.6,-1.9,37.7,-2.3,-4.1,-3.3,1.0,O=S(=O)(Nc1ncnc2sc3c(c12)CCC3)c1ccc(Cl)s1
-24.9,0.3,-0.2,-2.7,-6.6,-1.2,-3.1,-4.9,O=C(NCc1nnc2c(C(F)(F)F)cc(Cl)cn12)c1cccs1
9.9,-3.3,0.9,-9.0,-11.7,4.6,-4.5,-4.4,Cc1cccc(C(=O)N2CCCN(C(=O)c3cccc(C)c3)CC2)c1
-171.1,-3.7,-1.7,-8.7,-10.6,-6.5,0.3,8.9,CCOC(=O)c1sc2ncnc(N3CCN(C)CC3)c2c1C
20.2,0.4,-2.0,-6.4,5.9,-9.8,2.5,13.3,COc1ccc(OCc2nnc(SC(C)C(=O)Nc3nccs3)n2-c2ccccc2)cc1 (configuration not stated)
19.2,-0.2,1.5,6.7,-5.8,-11.7,-4.7,-13.5,Cc1ccc(OC(C)C(=O)N(C)Cc2ccccc2)c([N+](=O)[O-])n1 (configuration not stated)
15.3,-0.8,1.9,-11.9,-31.7,-2.0,-9.4,-12.1,N/C(=N/S(=O)(=O)c1ccccc1)c1cccc([N+](=O)[O-])c1
3.4,-1.0,-0.3,-0.6,-3.7,4.3,-3.4,3.1,CC1CCc2nn(CC(=O)NCc3ccco3)cc2C1 (configuration not stated)
13.8,77.6*,-6.5,7.9,7.6,-12.7,-5.0,-3.5,CC(NC(=O)/C=C/c1ccc(Br)cc1)c1ccc(Cl)cc1 (configuration not stated)
4.3,2.9,-5.0,-2.4,-40.8,9.3,7.2,8.2,Cc1ccc(OCCC(=O)Nc2ccc(C)c(F)c2)cc1
17.4,0.3,0.5,5.9,3.3,-13.1,-1.8,-4.0,CC1(C)CC(NC(=O)CC2CCCCC2)CC(C)(C)N1
-264.5,2.0,0.1,-5.2,3.8,-2.9,5.6,-2.8,CN(C)c1cc(-c2ccccc2)nc(-c2ccccc2)n1
-4.1,1.4,-2.2,-2.2,-18.2,6.0,-9.8,-6.9,CN(C(=O)Nc1ccccc1)C1CCCCC1

An excerpt from above in order of their number in HKDC1 inhibitor, smallest number first:
SMILES	SENP8 block	MPTP inh	NR3A LBD binder	ATG4B inh	SENP6 inh	PfGluPho inh	SENP7 block	HKDC1 inhibitor
Cc1ccc(OC(C)C(=O)N(C)Cc2ccccc2)c([N+](=O)[O-])n1 (configuration not stated)	19.2	-0.2	1.5	6.7	-5.8	-11.7	-4.7	-13.5
CN1OC[C@@H]2CN[C@H](c3cccc(-c4ccc(C#N)cc4)c3)C[C@@H]21	15.2	-1.6	1.0	1.4	x	8.4	x	-3.2
CN(C)c1cc(-c2ccccc2)nc(-c2ccccc2)n1	-264.5	2.0	0.1	-5.2	3.8	-2.9	5.6	-2.8
O=C(c1ccccc1Cl)N(Cc1ccc(Br)cc1)N1C(=O)CCCC1=O	11.4	1.2	-0.9	-10.5	-3.5	7.5	-3.4	-2.6
CCCCn1c(N)c(N(C)C(=O)c2cccc(-n3cnnn3)c2)c(=O)[nH]c1=O	-1.8	-0.2	0.2	-31.9	-0.1	-1.4	1.7	-0.1

The list goes on.
SENP8 block,MPTP inh,NR3A LBD binder,ATG4B inh,SENP6 inh,PfGluPho inh,SENP7 block,HKDC1 inhibitor,smiles
17.0,2.8,-0.6,29.5,9.1,1.7,-0.7,-5.9,Cc1ccc(S(=O)(=O)N/N=C\c2cc3c(cc2Br)OCO3)cc1
-1.3,0.4,0.3,8.5,37.8,5.4,66.8*,-3.6,Cc1ccsc1C(=O)OCC(=O)Nc1sccc1C(N)=O
-308.5,2.5,-2.7,-7.2,-8.9,3.4,-8.1,1.3,COc1ccc(-n2cnnc2SCC(=O)N(C)C2CCS(=O)(=O)C2)cc1 (configuration not stated)
6.9,-0.3,-2.9,-18.4,-5.8,17.8,2.4,-0.4,CCN(C(=O)C1CCN(c2nc(-c3ccc(OC)cc3)no2)CC1)c1ccccc1
-491.0,-4.6,-0.2,-11.1,38.0,-3.0,28.7,-7.2,Cn1c(-c2ccc(C=O)s2)nc2ccccc21
20.2,0.0,-3.0,-3.8,-4.3,0.1,-5.7,-1.1,COc1ccc(OC)c(NC(=O)CSc2nc(N)c(-c3ccccc3)c(=O)[nH]2)c1
18.5,1.8,1.3,-8.8,-4.5,6.4,-4.2,-4.3,COc1ccc(CSC(=N)N)cc1[N+](=O)[O-]
2.3,0.7,6.3,6.5,-14.0,-8.6,0.2,3.4,CCCCOc1ccc(C(=O)NNC(=O)C2C3C=CC(C3)C2C(=O)O)cc1 (configuration not stated)
-15.4,-0.2,-0.5,1.6,-4.5,-3.2,11.4,-6.8,CC1(C)CC(=O)C2=C(C1)N=C1SCCC(=O)N1C2c1ccccc1 (configuration not stated)
12.4,1.6,3.2,-8.7,-14.1,2.1,1.9,-1.8,CCCOc1ccccc1NC(=O)c1ccc(N)cc1
2.3,-2.4,-3.3,3.0,7.2,-0.4,-11.3,-4.4,O=C(NCCc1ccccc1)C1CCC(=O)N(Cc2cccc(C(F)(F)F)c2)C1 (configuration not stated)
4.8,0.9,-3.8,-6.3,-4.6,-1.1,-4.4,6.0,O=C(NC[C@H]1CCCO1)c1cccc2c1C(=O)c1ccc(-c3ccc(F)cc3OCc3ccccc3)cc1S2(=O)=O
13.9,0.8,-0.3,-1.7,-2.3,-8.1,3.5,-7.0,CCSC1=NCCN1S(=O)(=O)c1ccc(NC(C)=O)cc1
8.7,-0.7,3.5,-5.4,4.4,22.5,-2.0,-2.3,CCN(Cc1ccccc1)C(=O)CC1Oc2ccccc2NC1=O (configuration not stated)
7.0,-1.1,-2.0,-1.9,-19.9,-8.6,-7.9,-1.1,C[C@@H](C(=O)N[C@@H](Cc1ccccc1)C(=O)O)n1nnc2ccccc2c1=O
3.0,-0.1,0.3,-14.3,20.2,-2.9,7.5,-10.0,O=S(=O)(Nc1cc(S(=O)(=O)N2CCOCC2)ccc1N1CCOCC1)c1ccc2c(c1)OCCO2
15.1,0.8,1.0,-1.5,-2.3,-14.0,8.7,-0.8,CC(NC(=O)COC(=O)c1ccccc1O)C1CC2CCC1C2 (configuration not stated)
5.4,-0.9,4.1,4.0,-4.7,-9.9,-14.2,-0.9,O=C(NCCSc1ccccc1)c1cccnc1
26.1,0.9,-7.8,-5.2,8.7,-2.3,19.7,-5.6,Cc1nc(NC(=O)COc2ccccc2)sc1C(=O)Nc1ccccc1
12.5,0.5,0.3,-3.6,-3.9,30.8,6.3,11.0,COc1ccc(N=C2C(=O)N3c4c(cccc42)C(C)=CC3(C)C)cc1
9.9,0.6,2.7,-1.9,0.2,4.9,-5.5,-3.9,COc1ccc(S(=O)(=O)N2CCC(C(=O)NCCC(=O)NCc3cccc(OC)c3)CC2)cc1
7.3,2.0,2.2,-1.7,-6.8,-15.8,-2.9,1.7,c1ccc2c(c1)OCC(c1nn3cnnc3s1)O2 (configuration not stated)
23.1,-1.3,-3.1,3.2,-3.9,-13.7,-11.1,-1.5,COc1ccc(CCN2CC(C(=O)NCCc3cnn(C)c3)CCC2=O)cc1 (configuration not stated)
25.6,-0.2,0.3,3.6,-32.4,12.4,9.7,9.6,O=C(CCCc1ccccc1)N1CCN(c2ccc([N+](=O)[O-])cc2)CC1
-12.9,-1.6,4.3,-0.1,-12.2,-5.1,-13.7,-1.3,CCc1cc(C(c2cccc(OC)c2)N2CCOCC2)c(NC(=O)c2ccccc2)s1 (configuration not stated)
7.0,1.9,1.2,3.0,-1.2,-15.4,1.2,2.0,COC(=O)CC1(C(=O)OC)Oc2ccccc2C(=O)N1c1ccc(F)cc1F (configuration not stated)
11.6,-1.2,2.5,-5.9,-12.7,4.0,0.3,-4.6,COc1cc(NC(=O)C2CCN(S(=O)(=O)c3ccc4c(c3)CC(C)N4C(C)=O)CC2)cc(OC)c1OC (configuration not stated)
16.0,-0.7,-1.1,1.8,-1.2,4.8,-6.1,-0.3,COc1ccc(NC(=O)c2ccco2)cc1NC(=O)c1ccccc1[N+](=O)[O-]
32.1,-6.8,1.0,-6.3,3.3,5.0,-1.2,1.0,COc1ccc(Cl)cc1NC(=O)C/C(C)=N/NC(=O)CC#N
-0.3,-0.6,-15.0,-2.0,-2.0,-34.3,-2.9,7.0,COc1cccc(CSc2nnnn2-c2ccc(O)cc2)c1
10.6,0.5,-1.2,5.2,-2.1,10.3,2.1,-9.0,O=C(CNC(c1ccccc1)c1ccccc1)Nc1ccc(F)cc1
0.6,-0.8,-1.6,-9.9,53.8*,6.1,37.1,-0.7,CSc1ncccc1C(=O)OCC(=O)c1cc(C)n(C)c1C
-437.7,-0.8,1.1,1.0,-3.1,-4.2,-3.1,0.8,N#Cc1cnn2cc(CCN3CCOCC3)c(-c3ccc(F)cc3)nc12

Part of the list above in a different format:
Molecule	SENP8 block	MPTP inh	NR3A LBD binder	ATG4B inh	SENP6 inh	PfGluPho inh	SENP7 block	HKDC1 inhibitor
CC(NC(=O)COC(=O)c1ccccc1O)C1CC2CCC1C2 (configuration not stated)	15.1	0.8	1.0	-1.5	-2.3	-14.0	8.7	-0.8
O=C(NCCSc1ccccc1)c1cccnc1	5.4	-0.9	4.1	4.0	-4.7	-9.9	-14.2	-0.9

Source: PubChem
